TGFb inhibitor = qHTS for Inhibitors of TGF-b | HepG2 CAGA-GFP TGF-b/SMAD3 reporter, GFP fluorescence, 18 h; TGF-beta stimulated, 500 pg/mL final | Potency, µM (highest dose often 46.1 µM), inactives show top-dose activity, negative = inhibition, usual class: inhibitors | 410,000 tested, 1.2% active; further: potency means the concentration at half of the fitted maximal effect; on the % scale 0 is the no-effect control and ±100 the full control effect; nearly all actives have a fitted effect of over 65% in size
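Cell-based qHTS in HEPG2 carrying a CAGA-GFP Smad reporter; compounds added before 500 pg/mL final TGF-beta, 18 h incubation at 37 degrees C, GFP fluorescence quantified per cell by imaging cytometry.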
CCT chaperon mod = High-Throughput Screening for Modulators of Cytosolic Chaperonin Activity. AID 651819, 2012. activity change, % (test concentration not listed), hits read low. purified chaperonin ATPase assay, HTRF ADP detection, 30 min. 360,000 tested, 0.3% active; in the data active means activity change below about -30%; further: on the % scale 0 is the no-effect control and ±100 the full control effect
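Nucleotide hydrolysis assay: TRiC at 20–40 nM final (set by batch activity) with 10 uM ATP, 30 min at 37 °C, in presence of 76 uM compound. Detection by competitive ADP HTRF, 30 min ambient.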
Abeta yeast res = qHTS for compounds that reverse cellular toxicity of Amyloid beta (A-beta) peptide in yeast: Primary Screen; 410,000 tested, 0.063% active; yeast expressing A-beta42, growth rescue, OD600, 48 h; response scale: 0% DMSO, 100% iron-clioquinol control; Potency, µM (top dose mostly 46.1 µM), without a hit: at the highest dose growth rescue, usual class: activators; further: potency means the concentration at half of the fitted maximal effect; nearly all actives have a fitted effect of over 55% in size
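Yeast growth medium received pinned compounds, then yeast cells expressing toxic A-beta were added; plates incubated at 30 C for 48 hr. Growth read as absorbance at 600 nm, normalized to DMSO and equimolar FeCl3 plus clioquinol controls.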
Mm-Cpn inhibitor = Inhibitors of TCP-1 ring complex (TRiC) of Methanococcus maripaludis (MmCpn): qHTS; Chaperonin Mm-Cpn (Methanococcus maripaludis); purified Mm-Cpn ATPase, ADP Transcreener TR-FRET; Potency, µM (doses to about 76.9 µM), without a hit: at the top dose activity, negative = inhibition, most hits filed as inhibitors; 330,000 tested, 0.031% active; AID 504842, 2011; further: potency means the concentration at half of the fitted maximal effect; on the % scale 0 is the no-effect control and ±100 the full control effect; nearly all actives have a fitted effect of over 80% in size
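Quantitative HTS used 25 nM Mm-CPN and 10 uM ATP in magnesium/KCl Tris buffer, pH 7.4, with 1 mM DTT. Hydrolysis ran 30 min at 37°C; ADP was read by HTRF.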
Nrf2 inh = Nrf2 qHTS screen for inhibitors | A549 ARE-Fluc reporter, luciferase luminescence, 18-24 h | Potency, µM (doses to about 46 µM), without a hit: top-dose activity change, negative = inhibition, usual class: inhibitors | 360,000 tested, 2.1% active; further: potency means the concentration at half of the fitted maximal effect; on the % scale 0 is the no-effect control and ±100 the full control effect; nearly all actives have a fitted effect of over 60% in size
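Nrf2 activity is the BugLite luminescence, read 15 min after reagent at room temperature, following CellTiter-Fluor cytotoxicity readout (30 min, 37C). Compound titrations were applied for 18-24 h to 5000 A549 ARE_Fluc cells/well in 5% FBS OPTI-MEM.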
HepG2 viability = qHTS for Inhibitors of TGF-b: Cytotox Counterscreen; Potency, µM (series often up to 46.1 µM), without a hit: top-dose activity change, negative = cytotoxicity, hits mostly cytotoxic; HepG2 CAGA-GFP viability, ATP luminescence, 18 h; 410,000 tested, 0.76% active; further: potency means the concentration at half of the fitted maximal effect; some results filed as inactive show a strong effect at the top dose
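HepG2 CAGA-GFP cells (1000/well, DMEM with 1% FBS) received compound, then TGF-beta at 500 pg/mL final, and were incubated 18 hours at 37 degrees C. Viability was read by CellTiter-Glo luminescence. Media-only wells were set as complete cell-killing and DMSO as no toxicity.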
Nrf2 ARE act = qHTS of Nrf2 Activators; AREc32 ARE-luciferase reporter (MCF7-derived line), luminescence, 24 h; Potency, µM (series often up to 46.1 µM), for inactives: at the highest dose activation, hits mostly activators; 410,000 tested, 0.31% active; AID 624171, 2012; further: potency means the concentration at half of the fitted maximal effect; % of control where 0% means no effect; nearly all actives have a fitted effect of over 65% in size
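For detection, Steady-Glo was added and plates sat 30 min at RT; before that, AREc32_Fluc cells grown overnight in OPTI-MEM/5% FBS had been treated with 23 nL compound for 24 hr at 37 deg C.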
pAkt inh = HTS Assay for Inhibitors of Akt Phophorylation: Primary Screen | Neuro2A IGF-stimulated pAkt S473 HTRF, 20 min; active compounds read low | activity change, % for hits at 50 µM | 360,000 tested, 0.32% active | AID 651550, 2012; in the data active means activity change below about -80%; inconclusive means mostly about -51% to -80%; further: on the % scale 0 is the no-effect control and ±100 the full control effect
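Neuro2A cells (4,500/well, DMEM with 0.5% FBS) were treated with compound at a single 50 µM final concentration, stimulated with 6 nM IGF for 20 min at 37 °C, and lysed. Phospho-Akt Ser473 was read by HTRF as 665/615 ratio ×10^4.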
A549 tox = Nrf2 qHTS screen for inhibitors: counterscreen for cytotoxicity; 390,000 tested, 0.16% active; Potency, µM (series often up to 46 µM), for inactives: at the highest dose activity change, negative = cytotoxicity, hits mostly inhibitors; A549 ARE-Fluc cells, CellTiter-Fluor viability, 18-24 h; further: potency means the concentration at half of the fitted maximal effect; on the % scale 0 is the no-effect control and ±100 the full control effect
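A549 ARE-Fluc cells in 5% FBS OPTI-MEM, 5000 cells/well, rested 2 h then exposed to compounds in concentration-response for 18-24 h at 37 °C. Viability by CellTiter-Fluor fluorescence (Ex 405/Em 525) after 30 min; luciferase luminescence (BugLite, 15 min, RT) read afterwards.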
* marks the source's active call; other numbers are inactive results; i = inactive; ? = inconclusive; nt = no result given; & = joins results of further samples; [ ] = another dose, or the depositor's remark. Unless noted, the call rests on the fitted dose curve; in most records, active means well fitted curve in the direction sought with a large enough effect; inconclusive means small, poorly fitted or top-dose-only effect, or another doubt; inactive means no such curve, though single readings can be large; an effect the other way counts as inactive or inconclusive.

SMILES	pAkt inh	TGFb inhibitor	Mm-Cpn inhibitor	HepG2 viability	Nrf2 ARE act	Abeta yeast res	CCT chaperon mod	Nrf2 inh	A549 tox
CC(=O)Nc1cccc(C(=O)OCC(=O)Nc2nnc(-c3ccccc3)o2)c1	i	0%	-1%	-10%	0.2%	-12%	-2.8	7%	0%
CC(=O)c1sc(NC(=O)C2CSC3(C)CCC(=O)N23)nc1-c1ccccc1 (stereo not given)	i	0%	-9%	-3%	0.2%	13%	-0.5	10%	2%
Cc1ccc(/C=N/Nc2cccc(C(=O)O)c2)s1	i	-9%	-3%	-19%	-2.3%	-21%	2.2	?	-1%
CCC1C(=O)N=C(SCC(=O)Nc2ccc(C)cc2)N(c2ccccc2)C1=O (stereo not given)	i	0%	0%	-9%	-0.1%	-1%	-0.3	24%	0%
Cc1cccc(NS(=O)(=O)c2cccc(C(=O)NCC(c3ccc(F)cc3)N3CCOCC3)c2)c1 (stereo not given)	i	-29%	nt	-19%	0.0%	-7%	-3.6	?	0%
COC(=O)c1sccc1-c1ccc(/C=N/OCc2c(Cl)cccc2Cl)o1	nt	-8%	0%	1%	5.1%	-2%	-1.1	27%	-11%
CSCC[C@H](NC(=O)c1nn(C)c(=O)c2ccccc12)c1nc2ccccc2[nH]1	i	-20%	-1%	-20%	-0.9%	0%	0.2	9%	7%
Cc1ccc(-c2nc3ccc(Cl)cn3c2CC(C)(C)C)cc1	i	-6%	nt	-21%	-0.9%	-6%	3.3	nt	nt
Cc1ncc(CN2CCC(CO)(CCc3ccccc3)CC2)s1	i	-6%	4%[15.4 µM]	7%	-0.7%	5%	-0.7	10%	11%
O=C(C(c1ccccc1)c1ccccc1)N1CCN(CCN2C(=O)c3cccc4cccc(c34)C2=O)CC1	i	-17%	-1%	3%	17%	-3%	-1.5	6%	2%
CC(C)C(NC(=O)C(NC(=O)C1OC2OC(C)(C)OC2C2OC(C)(C)OC12)C(C)C)C(=O)O (stereo not given)	i	3%	-1%	17%	0.2%	0%	1.5	5%	1%
Cc1cc(C)c(S(=O)(=O)Nc2cccc(-n3cnnn3)c2)c(C)c1	i	?	-1%	0%	-0.1%	1%	0.2	-2%	-7%
Cc1ccc(C(=O)Nc2cccc(C(=O)N/N=C/c3ccc(F)cc3)c2)cc1	i	5%	2%	-8%	0.2%	0%	-1.0	?	-7%
Cc1cccc2c(N=NC(=O)C(C)n3cnc4ccccc4c3=O)c(O)[nH]c12 (stereo not given)	i	2%	nt	2%	2.6%	7%	1.0	-8%	8%
CCCCCn1cnnc1SCC(=O)c1c(N)n(C2CC2)c(=O)[nH]c1=O	i	-8%	1%	-6%	-0.2%	12%	0.8	-10%	1%
O=[N+]([O-])c1ccc(Cl)c(S(=O)(=O)n2ccnc2)c1	i	4%	0%	1%	-0.2%	12%	-1.3	11%	-1%
COc1ccc(-c2ccc3c(N)c(C(=O)Nc4cccc(C)c4)sc3n2)cc1	nt	-10%	nt	-17%	0.3%	-7%	nt	?	7%
O=C(CSCc1ccc(Br)cc1)N1CCCC1	i	5%	-10%	-9%	0.7%	1%	-2.6	3%	-2%
CC(=O)NS(=O)(=O)c1ccc(N)cc1	i	-7%&12%	1%[15.4 µM]	1%&-2%	0.2%&-0.8%	-19%&7%	-1.8&1.1	10%&4%	-10%&-14%
CCCNC(=O)COC(=O)CCC(=O)c1ccc(F)cc1	i	-1%	2%	-22%	-0.6%	-11%	-1.6	2%	5%
O=S(=O)(c1ccccc1)c1nc(-c2ccccc2)oc1NCCCN1CCOCC1	i	-2%	2%	27%	-0.4%	-2%	-1.5	-15%	-10%
Nc1nc2c(ncn2COC(CO)CO)c(=O)[nH]1	i	-2%&2%	-2%[15.4 µM]	2%&2%	-0.3%	2%	-1.5	0%&0%	-3%&7%
C/C(=N\NC(=O)c1ccc(Cn2cc(Br)cn2)o1)c1cccc(NC(=O)C(C)(C)C)c1	i	14%	-4%	-13%	0.5%	-2%	-0.5	?	-20%
O=C(c1nnc(Cc2ccc(Cl)cc2)o1)N1CCOCC1	i	-1%	0%	-9%	0.2%	11%	-2.8	20%	1%
COC(=O)c1ccc(NC(=O)CSc2nnc(Cc3cccn3C)n2-c2ccc(F)cc2)cc1	i	3%	-3%	-15%	0.0%	?	0.4	-22%	-13%
Cn1c(Br)nc2c1c(=O)n(CC(O)COc1ccccc1)c(=O)n2C (stereo not given)	i	4%	-3%	-3%	3.4%	-16%	-0.3	0%	-6%
CCOC(=O)c1cccc(NC(=O)C2CCCN(S(=O)(=O)c3ccc4c(c3)oc(=O)n4C)C2)c1 (stereo not given)	nt	?	nt	-13%	2.9%	-1%	nt	-17%	0%
N#CCc1nn2c3c(cnc2c1C#N)C(=O)CCC3	i	-7%	-3%	6%	5.4%	3%	-2.5	3%	-3%
COc1ccc(NC(=O)C2=C(C)Nc3nc(SCc4ccccc4C)nn3C2c2cc(OC)c(O)c(OC)c2)cc1 (stereo not given)	nt	26%	nt	14%	0.7%	?	nt	4%	1%
CC(C)C(=O)NC(NC(=S)NC1CCS(=O)(=O)C1)C(Cl)(Cl)Cl (stereo not given)	i	-6%	-1%	6%	0.3%	14%	0.0	5%	-3%

3 entries already listed, ordered by formula weight, ascending:
SMILES	pAkt inh	TGFb inhibitor	Mm-Cpn inhibitor	HepG2 viability	Nrf2 ARE act	Abeta yeast res	CCT chaperon mod	Nrf2 inh	A549 tox
Cc1ncc(CN2CCC(CO)(CCc3ccccc3)CC2)s1	i	-6%	4%[15.4 µM]	7%	-0.7%	5%	-0.7	10%	11%
COc1ccc(-c2ccc3c(N)c(C(=O)Nc4cccc(C)c4)sc3n2)cc1	nt	-10%	nt	-17%	0.3%	-7%	nt	?	7%
O=C(C(c1ccccc1)c1ccccc1)N1CCN(CCN2C(=O)c3cccc4cccc(c34)C2=O)CC1	i	-17%	-1%	3%	17%	-3%	-1.5	6%	2%

Going on with the list.
SMILES	pAkt inh	TGFb inhibitor	Mm-Cpn inhibitor	HepG2 viability	Nrf2 ARE act	Abeta yeast res	CCT chaperon mod	Nrf2 inh	A549 tox
CC1CN(C(=O)COC(=O)c2cccs2)CC(C)O1 (stereo not given)	i	-4%	1%	0%	2.2%	-2%	-3.3	9%	-6%
Cc1ccccc1Nc1cc(C(=O)NCCc2ccc(Cl)cc2)c2ccccc2n1	nt	?	nt	-34%	-0.5%	1%	nt	?	-27%
CCOC(=O)c1c(NC(=O)C2CCCCC2)sc2c1CCN(C(C)C)C2	i	-4%	0%	-23%	-0.2%	-9%	-2.9	3%	-2%
CCOC(=O)C(NC(=O)c1ccccc1)(Nc1cccc(C)n1)C(F)(F)F (stereo not given)	i	1%	1%	-1%	-0.5%	-7%	-0.4	-15%	-6%
CN1CCCCCC1=NC1=C(C#N)CCCC1	i	14%	2%	4%	-0.1%	16%	1.9	nt	-8%
CCOC(=O)C1Nc2ccc(C)cc2C2C=CCC12 (stereo not given)	i	-15%	nt	3%	-1.0%	-16%	-6.5	-12%	-16%
O=C(CSc1nnc(C2CC2)n1C1CC1)c1ccc(F)c(F)c1	i	14%	-7%	6%	0.8%	-14%	0.6	-22%	5%
Cc1cc(C)nc(SCC(=O)c2ccc(F)cc2)n1	i	10%	-2%	-17%	4.0%	1%	-0.4	5%	4%
O=C(C1CC1)N1CCc2cc(Br)cc(S(=O)(=O)N3CCN(c4ccccn4)CC3)c21	i	10%	-2%	-40%	-0.8%	-1%	-2.8	-33%	-2%
CC(=O)C1=C(NC(=O)c2ccc(F)cc2)CC2C1C2(C)C (stereo not given)	i	-2%	3%	-8%	0.3%	-10%	-2.8	-12%	-3%
COC(=O)N/N=C/c1cc(OC)c(O)c([N+](=O)[O-])c1	i	8%	-5%	3%	0.5%	15%	-1.2	2%	-20%
O=C(NCCNS(=O)(=O)c1ccccc1)c1ccc([N+](=O)[O-])cc1	i	-1%	-1%	-33%	0.0%	-4%	-1.9	-5%	7%
CCOc1ccc(C(=O)Nc2ccc3nc(SCC(=O)N4CCOCC4)sc3c2)cc1	nt	0%	nt	-9%	2.5%	-10%	nt	?	2%
COc1ccc(C(C#N)=Cc2ccc(NC(C)=O)cc2)cc1	i	-6%	nt	7%	-0.1%	7%	0.5	-1%	-2%

Screens as filed in PubChem.

Random draw from the library. Share with any hit: about 4.3%.
